Screening results (PubChem)
NIH3T3 HSF-1 reporter: GFP reporter loss versus dox-driven RFP – NIH3T3 R4 cells, cherry-pick, set 3, dose response (AID 493083) | AC50 in µM for hits, for the others activity change, negative = inhibition, % at the top dose, mostly 19.5 µM | actives 4% (n = 2,400) | NIH3T3 R4 HSF-1 GFP reporter, heat shock, 48 h;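 active = compounds lowering signal whose fitted AC50 is at most ten times the top tested dose; inconclusive = flat fit with moderate inhibition, or poor curve fit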;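 note: 0% = neutral control wells and -100% = didemnin B positive control; many of its hits are not listed in these tables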
The depositor's hits bear a star; i = inactive; ? = inconclusive. A portion of the library, so the mix of outcomes need not match the whole.

item | NIH3T3 HSF-1 reporter | SMILES
1 | -7% | C=CCOCCN(CCOCC=C)C1=NS(=O)(=O)c2ccccc21
2 | ? | COc1ccccc1NC(=O)c1nc(S(=O)(=O)Cc2ccccc2)ncc1Cl
3 | -1% | Cc1ccc(Cl)cc1NC(=O)C1COc2ccccc2O1 (stereo not drawn)
4 | -2% | Nc1nc(Cl)nc(N(c2ccccc2)c2ccccc2)n1
5 | 6% | CN(C)c1nc(OCCNC(=O)COc2ccc(Cl)cc2Cl)nc(N(C)C)n1
6 | 5% | CCCNC(=O)c1ccc2c(=O)c(O)c(-c3cccc(Br)c3)[nH]c2c1
7 | -2% | Cc1ccc(OCC(=O)Nc2c[nH]c(=O)[nH]c2=O)cc1C
8 | 0% | COc1cccc2c(=O)n(CC(=O)NCCc3ccccc3)ccc12
9 | 15% | CCCOc1ccc(Cn2c(=O)oc3ccc(C)cc32)cc1OC
10 | 121% | Cc1nc2sccn2c(=O)c1S(=O)(=O)Nc1ccc(N2CCOCC2)c(Cl)c1
11 | 3% | O=C(CSc1nc2cc(Cl)ccc2s1)Nc1cccc(S(=O)(=O)N2CCOCC2)c1
12 | -6% | COc1ccc(C(=O)C2CCCN(Cc3ccc(NC(C)=O)cc3)C2)cc1OC (stereo not drawn)
13 | -1% | Cc1cnc(C(=O)Nc2ccccc2-n2cccc2)cn1
14 | -4% | NC1=NC(c2cn[nH]c2-c2cccc(F)c2)n2c(nc3ccccc32)N1 (stereo not drawn)
15 | -5% | CCN1CCN(/C=N/c2nc3c(s2)CCCC3)CC1
16 | -4% | Cc1nc2ccc(NC(=O)N3CCSCC3)cc2s1
17 | -4% | O=C(c1ccco1)N1CCN(S(=O)(=O)/C=C/c2ccccc2)CC1
18 | -2% | C/C(=N\Nc1nncc2ccccc12)c1ccc(Cl)c([N+](=O)[O-])c1
19 | 0% | CC(OC(=O)CN1C(=O)NC2(CCCC2)C1=O)C(=O)c1ccccc1 (stereo not drawn)
20 | -1% | O=[N+]([O-])c1ccc(N=Cc2sc3ccccc3c2O)cc1

Exported as tab-separated lines: 4 of the compounds above
nr	Structure	NIH3T3 HSF-1 reporter
15	CCN1CCN(/C=N/c2nc3c(s2)CCCC3)CC1	-5%
16	Cc1nc2ccc(NC(=O)N3CCSCC3)cc2s1	-4%
17	O=C(c1ccco1)N1CCN(S(=O)(=O)/C=C/c2ccccc2)CC1	-4%
18	C/C(=N\Nc1nncc2ccccc12)c1ccc(Cl)c([N+](=O)[O-])c1	-2%

Nos. 1–3, quoted:
item | NIH3T3 HSF-1 reporter | SMILES
1 | -7% | C=CCOCCN(CCOCC=C)C1=NS(=O)(=O)c2ccccc21
2 | ? | COc1ccccc1NC(=O)c1nc(S(=O)(=O)Cc2ccccc2)ncc1Cl
3 | -1% | Cc1ccc(Cl)cc1NC(=O)C1COc2ccccc2O1 (stereo not drawn)

(more compounds)
item | NIH3T3 HSF-1 reporter | SMILES
21 | -1% | Cc1ccc(N(C)C(=O)CN(C)S(=O)(=O)c2ccc3c(c2)n(C)c(=O)c(=O)n3C)cc1
22 | -6% | Cc1ccc(Oc2nc(CN3CCOCC3)nc3sc4c(c23)CCC(C)C4)cc1C (stereo not drawn)
23 | -8% | CCN1CCN(CCNC(=O)CCCCCn2c(=O)[nH]c3cc(C(=O)OC)ccc3c2=O)CC1
24 | -4% | CC(=O)Nc1ccc(S(=O)(=O)NCc2ccc(C(=O)NCc3ccc4c(c3)OCO4)cc2)cc1
25 | -3% | COc1ccc(NC(=O)Cn2c(=O)n(Cc3ccco3)c(=O)c3ccccc32)cc1
26 | -3% | CN1CCc2c(sc3c2c(=O)n(-c2ccc(Cl)cc2)c2nncn32)C1
27 | 125% | Cc1c(Cc2ccccc2)sc(/N=C/c2c(O)ccc3ccccc23)c1C(N)=O
28 | 0% | Nc1nc(CSc2ncn(-c3ccccc3)n2)cs1
29 | 1% | COc1ccc(CCNC(=O)c2cccc([N+](=O)[O-])c2)cc1OC
30 | 10% | COc1ccc([C@@H]2C[C@@H](c3ccccc3)Oc3c(C)ccc(C(C)C)c32)cc1
31 | i | NNC(=S)NC1CC2CC1C1C=CCC21 (stereo not drawn)
32 | -10% | Cc1cc(N2CCC(C)CC2)n2ncc(-c3ccccc3)c2n1
33 | -1% | Cc1ncc([N+](=O)[O-])n1CC(=O)Nc1ccc(F)cc1
34 | 3% | O=C(CSc1nccn1Cc1ccco1)Nc1cccc(F)c1
35 | 4% | CC(Sc1nc2ccccc2s1)C(=O)Nc1nnc(C(C)C)s1 (stereo not drawn)
36 | 22% | COc1ccc(OCC(=O)N2CCN(c3cccc(C(F)(F)F)c3)CC2)cc1
37 | 4% | CC1Cc2ccccc2N1C(=O)CO/N=C/c1ccc(OC(F)F)cc1 (stereo not drawn)
38 | -3% | COc1ccc(CNC(=O)c2cnc3scc(C)n3c2=O)cc1
39 | -2% | CN(C)c1ccc(N=Nc2ccc(C(=O)O)cc2)cc1
40 | -4% | Cc1ccc(NC(=O)N2CCCC2C(=O)NCC2CCCCC2)cc1 (stereo not drawn)

7 entries from above, sorted by the number in NIH3T3 HSF-1 reporter, low to high.
| No. | Molecule | NIH3T3 HSF-1 reporter |
| --- | --- | --- |
| 32 | Cc1cc(N2CCC(C)CC2)n2ncc(-c3ccccc3)c2n1 | -10% |
| 23 | CCN1CCN(CCNC(=O)CCCCCn2c(=O)[nH]c3cc(C(=O)OC)ccc3c2=O)CC1 | -8% |
| 25 | COc1ccc(NC(=O)Cn2c(=O)n(Cc3ccco3)c(=O)c3ccccc32)cc1 | -3% |
| 21 | Cc1ccc(N(C)C(=O)CN(C)S(=O)(=O)c2ccc3c(c2)n(C)c(=O)c(=O)n3C)cc1 | -1% |
| 28 | Nc1nc(CSc2ncn(-c3ccccc3)n2)cs1 | 0% |
| 34 | O=C(CSc1nccn1Cc1ccco1)Nc1cccc(F)c1 | 3% |
| 36 | COc1ccc(OCC(=O)N2CCN(c3cccc(C(F)(F)F)c3)CC2)cc1 | 22% |

Further structures:
item | NIH3T3 HSF-1 reporter | SMILES
41 | -3% | COc1ccc(CNC(=O)CCCNC(=O)c2ccc(Cl)cc2)cc1OC
42 | 7% | CCC1CCCCN1CCCNC(=O)CSc1nc2nc(C)c(Cc3ccc(C)cc3)c(C)n2n1 (stereo not drawn)
43 | -4% | COc1ccc(OC)c(N(CC(=O)Nc2ccccc2)S(C)(=O)=O)c1
44 | -4% | Cc1cc(C)cc(N2C(=O)CN(Cc3ccccc3)C2=S)c1
45 | 5% | Cc1nc(NC(=O)/C=C/c2ccc(Cl)cc2Cl)sc1C(=O)N(C)C
46 | 2% | COc1ccc(C(=O)NNC(=O)c2ccccn2)cc1
47 | -1% | COc1ccc(Cl)cc1C(=O)NCC(=O)OCc1ccccc1
48 | -5% | C=CCSC1=Nc2sccc2C2=NC(=O)CN12
49 | 4% | C=CCC1(C(=O)NCCO)CCN(C(=O)OC(C)(C)C)CC1
50 | -6% | Cc1nnc(N2C(=O)c3cccc4cccc(c34)C2=O)s1
51 | 13% | CCn1c(-c2ccc3[nH]c(C)c(C)c3c2)n[nH]c1=S
52 | -2% | Cc1ccc(OCC(O)CN2C(=O)NC(C)(C)C2=O)cc1C (stereo not drawn)
53 | 1% | Cc1ccnc(NC(=O)CS(=O)(=O)c2ccccc2)c1
54 | -1% | O=C(OCc1cc(=O)n2cc(Br)ccc2n1)C1COc2ccccc2O1 (stereo not drawn)
55 | -5% | COc1ccc2nc(COC(=O)c3cccs3)c(C(C)=O)[n+]([O-])c2c1
56 | 0% | Cn1c(-c2sc3cc(C(F)(F)F)cnc3c2-c2cccnc2)n[nH]c1=S
57 | -4% | CCCCNC(=O)C(c1ccc(OCC(=O)OC)c(C(=O)OC)c1)N(CCc1c[nH]c2ccccc12)C(=O)CCCCCN1C(=O)NC(c2ccc(-c3ccccc3)cc2)C(C(=O)OCc2ccccc2)=C1C (stereo not drawn)
58 | -3% | Cc1cccc(CN2CCNC2=O)c1
59 | -7% | COc1nc(N)c(C#N)c(-c2ccc(N(C)CCC#N)cc2)c1C#N
60 | -1% | CCCC(C)NS(=O)(=O)c1ccccc1 (stereo not drawn)

Looked up one by one from the entries so far, 3 records:
item | NIH3T3 HSF-1 reporter | SMILES
44 | -4% | Cc1cc(C)cc(N2C(=O)CN(Cc3ccccc3)C2=S)c1
60 | -1% | CCCC(C)NS(=O)(=O)c1ccccc1 (stereo not drawn)
17 | -4% | O=C(c1ccco1)N1CCN(S(=O)(=O)/C=C/c2ccccc2)CC1

Later entries
item | NIH3T3 HSF-1 reporter | SMILES
61 | 2% | C=CCN(CC(O)c1cccc([N+](=O)[O-])c1)C(C)CCc1ccccc1 (stereo not drawn)
62 | 8% | COc1ccc(NC(=O)C2Cc3ccccc3C(=O)O2)cc1 (stereo not drawn)
63 | -7% | CCOC(=O)Cn1c(CCC(=O)O)ccc1-c1ccc(F)cc1
64 | 0% | Cc1[nH]c2ccccc2c1/C=C/c1nc2ccccc2c(=O)n1-c1cccc([N+](=O)[O-])c1
65 | 12% | Cc1cc(C(C)(C)C)oc1C(=O)N(CC(=O)NC1CCCC1)c1c(C)cccc1C
66 | 20% | COc1cccc(NC(=O)Nc2nnc(Cc3ccccc3F)s2)c1
67 | 3% | C/C(=N\OCC(=O)Nn1c(=O)[nH]c2ccccc2c1=O)c1cccs1
68 | 2% | CCCOc1ccc(NC(N)=O)cc1OCCC
69 | 3% | CCOc1c(C)cc(S(=O)(=O)NCc2cccnc2)c(C)c1C
70 | 27% | CC(C)(C)c1ccc(/C=C2\SC(=O)N(CCNC(=O)c3cccc(S(=O)(=O)N4CCOCC4)c3)C2=O)cc1
71 | 7% | CN(C)c1ccc(/C=N/NC(=O)C2COc3ccccc3O2)o1 (stereo not drawn)
72 | -12% | N#Cc1c(NC(=O)CSc2ncccn2)oc(-c2ccccc2)c1-c1ccccc1
73 | 0% | O=C(NC1CCCCC1)C(c1ccco1)N(C(=O)c1csnn1)c1ccc(Cl)cc1 (stereo not drawn)
74 | -3% | O=C(Nc1ccc(N2C(=O)C3C4C=CC(C4)C3C2=O)cc1)Nc1nncs1 (stereo not drawn)
75 | 0% | COc1ccc(-n2cccc2/C=C2/NC(=O)N(c3cccc(Cl)c3)C2=O)cc1
